rTrxR1 inhibitor = blocks rat thioredoxin reductase 1; AID 588453; O89049; recombinant rTrxR1, NADPH fluorescence consumption, selenite substrate; hit rate 1% among 390,000; Potency, µM (doses to about 114 µM), inactives show at the highest dose activity change, negative = inhibition, usual class: inhibitors; note: potency is the fitted concentration of half-maximal effect; % is set by controls: 0 for no effect and ±100 for the full control effect; nearly all actives have a fitted effect of over 65% in size
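Rat TrxR1 (90 nM in the dispensed reagent) was pre-reduced with 400 uM NADPH for 5 min at room temperature, then incubated with compound for 15 min. After 400 uM selenite was added, NADPH fluorescence (Ex 340/Em 450 nm) was followed for 8 min.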
Pin1 inhibitor = inhibitors of human Pin1. AID 504891. Potency, µM (highest dose often 115 µM), for inactives: at the highest dose activity, negative = inhibition, actives largely listed as inhibitors. hit rate 0.009% among 390,000. Pin1 FP peptide displacement, HiFluor488, 10 min. Q13526; active = well fitted inhibition curve with a large enough effect in the polarisation, with a control signal flat, not every such curve was filed as active; inconclusive = small, poorly fitted or top-dose-only effect, or effect the other way, or a change in a side signal; inactive = no such curve, though single readings can be large or run the other way; the % refers to the polarisation; note: potency is the fitted concentration of half-maximal effect; % is set by controls: 0 for no effect and ±100 for the full control effect
Target sequence (Q13526 whole entry, looked up): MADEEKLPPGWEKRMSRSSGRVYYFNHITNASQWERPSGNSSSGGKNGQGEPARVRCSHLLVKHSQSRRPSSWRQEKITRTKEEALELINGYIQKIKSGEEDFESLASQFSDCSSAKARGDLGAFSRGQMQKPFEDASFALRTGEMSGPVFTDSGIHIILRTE
PI4K2A block = blocks human PI4K2A kinase activity. AID 1346378. Q9BTU6. purified PI4K2A, ADP-Glo luminescence, 1 h; stronger effect = lower value. hit rate 0.13% among 420,000. activity change, negative = inhibition, % at 76.9 µM; in the data active = activity change below about -50%; inconclusive = mostly about -30% to -49%;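 note: -100% = wells without enzyme as full effect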
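In this quantitative HTS, ADP production by PI4K2A was quantified luminescently after 1 h at ambient temperature; 100 microM adenosine served as plate-quality control.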
TrxR1 substrate = substrates of rat thioredoxin reductase 1 | purified TrxR1 substrate turnover, NADPH consumption readout | Potency, µM (doses to about 114 µM), for inactives: at the top dose activity change, negative = substrate turnover | hit rate 0.01% among 390,000; note: potency is the fitted concentration of half-maximal effect; % is set by controls: 0 for no effect and ±100 for the full control effect; nearly all actives have a fitted effect of over 50% in size
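Rat TrxR1, dispensed at 90 nM, was prereduced with 400 uM NADPH (final) for 5 min at ~22 deg C, then incubated with compound 15 min before 400 uM selenite. A first-read NADPH fluorescence drop versus no-compound background flagged substrates.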
HP1b binding inh = HP1-beta chromodomain-methylated histone interaction inhibition. AlphaScreen HP1-beta / biotin-H3K9me3 peptide binding. hit rate 0.56% among 390,000. Potency, µM (highest dose often 114 µM), inactives show at the top dose activity change, negative = inhibition, usual class: inhibitors. P83916; note: potency is the fitted concentration of half-maximal effect; nearly all actives have a fitted effect of over 70% in size; inactives centre near 23
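Compound inhibition of the preformed complex between 50 nM HP1-beta and 50 nM biotinylated H3K9me3 peptide was read by AlphaScreen. Buffer was PBS pH 7.4 with 0.01% Tween-20. Incubations ran 30 min at room temperature, with 10 ug/mL donor/acceptor beads.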
USP1 inh = blocks the human USP1/UAF1 deubiquitinase complex | Potency, µM (titrated, usually from 57.1 µM), inactives show top-dose activity change, negative = inhibition, actives largely listed as inhibitors | recombinant USP1/UAF1, Ub-Rhodamine cleavage fluorescence | O94782 | hit rate 0.23% among 390,000 | AID 743255; note: potency is the fitted concentration of half-maximal effect; % is set by controls: 0 for no effect and ±100 for the full control effect; nearly all actives have a fitted effect of over 60% in size; inactives centre near -12
Target sequence (O94782 whole entry, looked up): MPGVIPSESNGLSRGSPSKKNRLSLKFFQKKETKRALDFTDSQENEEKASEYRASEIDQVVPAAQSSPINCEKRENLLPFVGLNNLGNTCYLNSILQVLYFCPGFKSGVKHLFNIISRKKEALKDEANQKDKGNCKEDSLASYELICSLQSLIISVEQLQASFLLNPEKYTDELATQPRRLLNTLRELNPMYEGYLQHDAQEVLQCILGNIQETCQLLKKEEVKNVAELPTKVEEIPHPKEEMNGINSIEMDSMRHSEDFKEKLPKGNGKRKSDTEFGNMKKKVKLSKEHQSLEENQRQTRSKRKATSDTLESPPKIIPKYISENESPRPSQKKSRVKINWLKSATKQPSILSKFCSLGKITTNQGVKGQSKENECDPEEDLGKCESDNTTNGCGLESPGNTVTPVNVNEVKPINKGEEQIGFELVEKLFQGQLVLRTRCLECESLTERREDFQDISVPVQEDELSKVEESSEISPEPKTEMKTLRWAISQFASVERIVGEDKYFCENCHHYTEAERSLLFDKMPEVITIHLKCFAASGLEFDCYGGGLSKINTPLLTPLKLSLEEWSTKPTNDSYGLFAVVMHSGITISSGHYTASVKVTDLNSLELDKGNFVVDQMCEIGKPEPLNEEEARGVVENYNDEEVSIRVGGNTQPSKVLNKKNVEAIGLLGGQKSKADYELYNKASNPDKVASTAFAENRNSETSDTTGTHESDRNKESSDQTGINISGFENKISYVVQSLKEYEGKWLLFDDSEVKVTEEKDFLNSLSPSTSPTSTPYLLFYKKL
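USP1/UAF1 complex (1 nM) preincubated 15 min at room temperature with compound, then Ub-Rho substrate (150 nM final) added. Kinetic fluorescence at 480/540 nm over 6 reads at 60 s intervals; 50 mM HEPES pH 7.8, 0.5 mM EDTA, 0.1 mg/ml BSA, 1 mM TCEP, 0.01% Tween-20.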
GLS inhibitor = inhibitors of human glutaminase (GLS). O94925. GLS enzymatic activity, qHTS titration. Potency, µM (series often up to 45.5 µM), without a hit: at the top dose activity change, negative = inhibition, hits mostly inhibitors. hit rate 0.21% among 410,000. AID 624170; note: potency is the fitted concentration of half-maximal effect; % is set by controls: 0 for no effect and ±100 for the full control effect
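Glutamate formation by hKGA was monitored fluorometrically using coupled glutamate oxidase, HRP and Amplex Red. Substrate was added as 1 mM L-glutamine solution; incubation was 30 min at RT after an initial read.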
IDH1 R132H inh = human IDH1 R132H inhibition. O75874. IDH1-R132H enzyme, NADPH consumption, diaphorase/resazurin fluorescence. Potency, µM (series often up to 76.6 µM), for inactives: at the highest dose activity change, negative = inhibition, most hits filed as inhibitors. hit rate 0.093% among 390,000; note: potency is the fitted concentration of half-maximal effect; % is set by controls: 0 for no effect and ±100 for the full control effect; nearly all actives have a fitted effect of over 65% in size
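IDH1-R132H (0.5 ug/mL) preincubated 30 min with compound, then NADPH (0.016 mM) and alpha-KG (2 mM) added; 80 min at RT, pH 7.5. Remaining NADPH coupled via diaphorase/resazurin to fluorescence (540/590 nm); concentration-response curves normalized to no-enzyme control.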
Tb PGK inh = blocks T. brucei phosphoglycerate kinase; P07378; PGK/GAPDH coupled, Kinase-Glo luminescence, 60 min; Potency, µM (titrated, usually from 57.5 µM), for inactives: top-dose activity change, negative = inhibition, usual class: inhibitors; hit rate 0.043% among 380,000; note: potency is the fitted concentration of half-maximal effect; % is set by controls: 0 for no effect and ±100 for the full control effect; nearly all actives have a fitted effect of over 60% in size
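Luminescent ATP detection (Kinase-Glo Plus) follows a 60-minute room-temperature incubation, with wells lacking PGK as controls. Buffer: 100 mM TEA (pH 7.6), 5 mM MgCl2, 0.01% Tween-20. Coupling enzyme GAPDH (100 nM final) supplies unstable 1,3-BPG in-well.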
An asterisk follows results filed as active; [ ] = remark or other dose. Unless noted, calls come from the whole dose curve; as a rule, active = well fitted curve in the direction sought with a large enough effect; inconclusive = small, poorly fitted or top-dose-only effect, or another doubt; inactive = no such curve, though single readings can be large; an effect the other way counts as inactive or inconclusive. This is a subset, so the mix of outcomes need not match the whole.

For CCOP(=O)(OCC)C(Nc1ccccc1)c1ccccc1C(F)(F)F (stereo unspecified) the results were rTrxR1 inhibitor 16.1%, Pin1 inhibitor -9.7%, PI4K2A block 2.0, TrxR1 substrate -5.1%, HP1b binding inh 32.2%, USP1 inh -11.5%, GLS inhibitor 14.9%, IDH1 R132H inh -0.9% and Tb PGK inh inactive.
Screening COc1ccc(C(CNC(=O)c2cccc(S(=O)(=O)NCc3ccccc3)c2)N(C)C)cc1 (stereo unspecified) returned rTrxR1 inhibitor 9.8%, Pin1 inhibitor 2.3%, PI4K2A block -3.6, TrxR1 substrate 5.9%, HP1b binding inh 32.1%, USP1 inh -7.8%, GLS inhibitor 4.8%, IDH1 R132H inh 4.4% and Tb PGK inh -7.2%.
For Cc1ccc(F)cc1NC(=O)Cn1c(C)cc(C)c(C#N)c1=O the results were rTrxR1 inhibitor -3.8%[57.1 µM], Pin1 inhibitor 6.1%, PI4K2A block -0.1, TrxR1 substrate -1.4%[57.1 µM], HP1b binding inh 62.5%[activator], USP1 inh -6.8%, GLS inhibitor -3.0%, IDH1 R132H inh 0.0% and Tb PGK inh inactive.
For O=C(CSc1nnc(-c2ccc(Cl)cc2)o1)N1CCOCC1 the results were rTrxR1 inhibitor 21.0%, Pin1 inhibitor 0.7%, PI4K2A block 2.2, TrxR1 substrate 8.0%, HP1b binding inh 18.8%, USP1 inh -20.1%, GLS inhibitor -9.8%, IDH1 R132H inh -0.4% and Tb PGK inh 0.6%.
Cc1cc2c(cc1S(=O)(=O)CCC(=O)N1CCCCC1C)OCC(=O)N2 (stereo unspecified) was read as rTrxR1 inhibitor 12.9%, Pin1 inhibitor -0.5%, PI4K2A block 1.2, TrxR1 substrate 0.7%, HP1b binding inh 66.5%[activator], USP1 inh -28.8%, GLS inhibitor 3.1%, IDH1 R132H inh 6.5% and Tb PGK inh -2.6%.
For Cc1cccc(N=Cc2c(O)cc(C)oc2=O)c1 the results were rTrxR1 inhibitor 16.7%[57.1 µM], Pin1 inhibitor 25.9%, PI4K2A block -0.4, TrxR1 substrate 2.2%[57.1 µM], HP1b binding inh 5.5%, USP1 inh -8.6%, GLS inhibitor 1.7%, IDH1 R132H inh 12.5% and Tb PGK inh 1.9%.
Screening COc1ccc(-c2ccc(=O)n(CC(=O)Nc3ccc(C)cc3C)n2)cc1 returned rTrxR1 inhibitor 34.6%[57.1 µM], Pin1 inhibitor 14.7%, PI4K2A block 0.6, TrxR1 substrate 4.8%[57.1 µM], HP1b binding inh -4.6%, USP1 inh -23.7%, GLS inhibitor -0.6%, IDH1 R132H inh 39.1%[activator] and Tb PGK inh -3.9%.
`CCOC(=O)C1CCNC(=O)C1=O` (stereo unspecified) gave rTrxR1 inhibitor -7.3%, Pin1 inhibitor -0.6%, PI4K2A block -5.2, TrxR1 substrate -5.9%, HP1b binding inh 19.6%, USP1 inh -17.1%, GLS inhibitor 8.4%, IDH1 R132H inh 0.9% and Tb PGK inh -5.9%.
CCc1nnc(NC(=O)CSc2nnc(-c3ccoc3C)n2-c2ccccc2)s1 was read as rTrxR1 inhibitor 3.5%, Pin1 inhibitor -5.6%, PI4K2A block 7.1, TrxR1 substrate -2.1%, HP1b binding inh 9.0%, USP1 inh -9.7%, GLS inhibitor 18.2%, IDH1 R132H inh 1.2% and Tb PGK inh -7.5%.
`CC/C(=N\NC(=O)c1c(C)nc2ccccn12)c1ccccc1` gave rTrxR1 inhibitor 18.9%, Pin1 inhibitor -4.1%, PI4K2A block 4.9, TrxR1 substrate 0.4%, HP1b binding inh -10.9%, USP1 inh -14.0%, GLS inhibitor -7.0%, IDH1 R132H inh -4.3% and Tb PGK inh -7.5%.
For CC(C)Cc1cc(CN2CCC(CO)(Cc3cccc(C(F)(F)F)c3)CC2)[nH]n1 the results were rTrxR1 inhibitor -15.2%[11.4 µM], Pin1 inhibitor -1.5%, PI4K2A block 0.6, TrxR1 substrate 6.0%[11.4 µM], HP1b binding inh 45.8%[activator], USP1 inh -15.8%, GLS inhibitor -6.6%, IDH1 R132H inh 4.8% and Tb PGK inh -3.0%.
O=S1(=O)CCN(C2CCCCCCCCCCC2)CC1 was read as PI4K2A block 3.7, USP1 inh -9.7%, GLS inhibitor 0.3%, IDH1 R132H inh -4.4% and Tb PGK inh -8.0%.
Screening Cc1nnsc1-c1c(C(=O)N2CCOCC2)c(C)nn1-c1ccccc1 returned rTrxR1 inhibitor 11.4%[57.1 µM], Pin1 inhibitor 4.6%, PI4K2A block -0.2, TrxR1 substrate -7.7%, HP1b binding inh 10.2%, USP1 inh -1.3%, GLS inhibitor 4.7%, IDH1 R132H inh 2.7% and Tb PGK inh 3.8%.
For O=C(O)CC1(CC(=O)Nc2ccc3ccccc3n2)CCCCC1 the results were rTrxR1 inhibitor 12.1%[57.1 µM], Pin1 inhibitor -3.7%, PI4K2A block -1.4, TrxR1 substrate 4.4%, HP1b binding inh 1.3%, USP1 inh -8.4%, GLS inhibitor 16.4%, IDH1 R132H inh -2.9% and Tb PGK inh -3.4%.
For COCCCN(C(=O)c1ccccc1F)c1nc(-c2ccc(OC)cc2)cs1 the results were rTrxR1 inhibitor 22.5%, Pin1 inhibitor 19.2%, PI4K2A block -2.4, TrxR1 substrate -4.8%, HP1b binding inh 32.7%, USP1 inh -10.8%, GLS inhibitor 11.4%, IDH1 R132H inh 1.0% and Tb PGK inh 0.4%.
For O=[N+]([O-])c1cccnc1NCCNc1ncc(C(F)(F)F)cc1Cl the results were rTrxR1 inhibitor -13.9%, Pin1 inhibitor 1.7%, PI4K2A block -0.1, TrxR1 substrate 0.5%[57.1 µM], HP1b binding inh -16.4%, USP1 inh -18.3%, GLS inhibitor 4.0%, IDH1 R132H inh 5.3% and Tb PGK inh -7.9%.
CC1CCN(C(=O)c2nc[nH]c2C(=O)O[C@H](C)c2ccccc2)CC1 was read as rTrxR1 inhibitor 11.5%, Pin1 inhibitor -0.4%, PI4K2A block -1.6, TrxR1 substrate 8.5%[57.1 µM], HP1b binding inh 24.4%, USP1 inh -14.0%, GLS inhibitor 0.2%, IDH1 R132H inh 16.2% and Tb PGK inh -9.7%.
COc1ccccc1-c1cn[nH]c1-c1ccc(OCC(=O)NN)cc1O was read as rTrxR1 inhibitor 6.4%, Pin1 inhibitor 2.1%, PI4K2A block -2.4, TrxR1 substrate -1.3%, HP1b binding inh 30.2%, USP1 inh -24.3%, GLS inhibitor 20.3%, IDH1 R132H inh 1.0% and Tb PGK inh inactive.
Cn1c(=O)c2[nH]c(N=Nc3ccc(N)cc3N)nc2n(C)c1=O was read as rTrxR1 inhibitor 16.3%, Pin1 inhibitor -1.7%, PI4K2A block -8.3, TrxR1 substrate 10.5%, HP1b binding inh 12.6%, USP1 inh -24.1%, GLS inhibitor 6.5%, IDH1 R132H inh 0.5% and Tb PGK inh -14.7%.
`CC(SC1=NCCS1)C(=O)Nc1nnc(-c2ccc(Cl)cc2)s1` (stereo unspecified) gave rTrxR1 inhibitor 7.0%[57.1 µM], Pin1 inhibitor 8.3%, PI4K2A block 2.0, TrxR1 substrate 4.7%[57.1 µM], HP1b binding inh 44.6%[activator], USP1 inh -17.1%, GLS inhibitor 3.7%, IDH1 R132H inh -4.1% and Tb PGK inh -0.9%.
`COc1ccc(C(=O)OCC(=O)NC2CCCCCCC2)cc1OC` gave rTrxR1 inhibitor -16.2%, Pin1 inhibitor 2.5%, PI4K2A block -1.6, TrxR1 substrate -13.0%, HP1b binding inh 23.4%, USP1 inh -1.4%, GLS inhibitor 5.2%, IDH1 R132H inh 6.3% and Tb PGK inh -2.6%.
Screening COc1ccc(CCN2C(=O)CC(N3CCN(S(=O)(=O)c4ccccc4)CC3)C2=O)cc1OC (stereo unspecified) returned rTrxR1 inhibitor 21.9%[57.1 µM], Pin1 inhibitor -4.3%, PI4K2A block -1.0, TrxR1 substrate 12.3%[0.0914 µM], HP1b binding inh 18.9%, USP1 inh -14.1%, GLS inhibitor -14.3%, IDH1 R132H inh 11.3% and Tb PGK inh -0.4%.
N#C/C(=C\c1ccccc1[N+](=O)[O-])C(=O)NC1CCCCC1 was read as rTrxR1 inhibitor -31.5%, Pin1 inhibitor inconclusive, PI4K2A block -21.0, TrxR1 substrate -9.4%, HP1b binding inh 12.3%, USP1 inh -7.1%, GLS inhibitor 7.1%, IDH1 R132H inh -8.7% and Tb PGK inh -2.8%.
Screening Cc1nc(NC(=O)c2ccc(-c3cc4ccccc4oc3=O)cc2)ccc1Br returned rTrxR1 inhibitor 17.3%, Pin1 inhibitor 5.8%, PI4K2A block -1.2, TrxR1 substrate 24.6%, HP1b binding inh 13.6%, USP1 inh 6.3%, GLS inhibitor 6.2%, IDH1 R132H inh 0.5% and Tb PGK inh -6.8%.
Screening CCn1c(S(=O)(=O)O)nc2ccccc21 returned rTrxR1 inhibitor 13.3%, Pin1 inhibitor -4.8%, PI4K2A block -0.6, TrxR1 substrate 5.5%, HP1b binding inh 55.0%[activator], USP1 inh -11.3%, GLS inhibitor -3.8%, IDH1 R132H inh -3.0% and Tb PGK inh 8.1%.
